Compound activity as filed in PubChem BioAssay.
CTSL1 counter: blocks F. hepatica cathepsin L1 in PFM18AAP counter-screen; inhibition, % at 5.96 µM; AID 1906; actives 0.49% (n = 300,000); recombinant F. hepatica cathepsin L1, Z-Leu-Arg-MCA fluorescence;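 active = inhibition above the mean of all tested compounds plus 3 SD, set per screening campaign, cut at about 17% in these data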;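 also: 0% = plate median of test compound wells and 100% = 1 µM Z-Phe-Ala-diazomethylketone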
PP5 inh: blocks human protein phosphatase 5 activity; purified PP5c, OMFP substrate fluorescence; inhibition, % at 6.7 µM; actives 0.18% (n = 320,000); AID 1987;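 active = inhibition above the campaign's mean inhibition across all tested compounds plus 3 SD, cut at about 9.5% in these data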;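 also: 0% = DMSO only and 100% = 100 µM cantharidin control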
PP1 counter: counter-screen for PP5 inhibitors: inhibitors of human PP1-alpha; AID 2235; inhibition, % at 6.7 µM; purified PP1alpha, OMFP fluorescence; actives 0.9% (n = 320,000);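 active = inhibition above the mean inhibition of all tested compounds plus 3 SD, computed separately for each screening campaign, cut at about 15% in these data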
Target sequence (P62136 whole entry, looked up): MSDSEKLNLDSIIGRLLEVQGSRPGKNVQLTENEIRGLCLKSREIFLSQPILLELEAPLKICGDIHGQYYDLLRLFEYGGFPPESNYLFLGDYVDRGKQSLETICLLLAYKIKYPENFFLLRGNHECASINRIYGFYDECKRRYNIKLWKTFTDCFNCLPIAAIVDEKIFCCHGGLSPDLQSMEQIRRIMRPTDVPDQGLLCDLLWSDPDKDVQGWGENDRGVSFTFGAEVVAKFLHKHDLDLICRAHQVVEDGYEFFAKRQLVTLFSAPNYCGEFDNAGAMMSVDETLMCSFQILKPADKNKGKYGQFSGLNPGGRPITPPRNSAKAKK
proCasp7 act: activates human procaspase-7, counter-screen for procaspase-3 activators | P55210 | recombinant procaspase-7, Ac-DEVD-pNA absorbance 405 nm; D23A/D198A/D206A triple mutant, cannot self-cleave; scale: DMSO 0, 5 µM enzyme 100 | activation, % at 8.5 µM | actives 0.093% (n = 330,000);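 active = percent activation above the screen-wide mean plus 3 SD, cut at about 25% in these data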
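buffer or medium = Zinc-free HEPES/NaCl buffer, pH 7.4 | material = Procaspase-7 triple mutant (PC-7 D3A) | input = 2 µM procaspase-7 mutant as dispensed | signal = Epi-absorbance of released pNA at 405 nm, two timepoints | timing = 1 h preincubation, 2 h reaction | replicates = singlicate compound testing | evaluation = % activation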
core dimer inh: HCV core protein dimerization inhibition. inhibition, % at 5 µM. AID 1899. TR-FRET GST/Flag-core106 dimerization, 1536-well. actives 0.33% (n = 300,000);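 active = inhibition above the mean of all tested compounds plus 3 SD, set per screening campaign, cut at about 45% in these data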
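Material: Tagged HCV core106 pair (GST and Flag) | Amount: GST-core106 13.5 nM, Flag-core106 17 nM | Medium: KF-containing HEPES buffer, pH 7.45, DTT, CHAPS, BSA | Reagent: Eu donor and XL665 acceptor anti-tag antibodies | Schedule: 4 h at 22.5 °C | Technique: Time-resolved FRET, ex 340 nm, em 617 and 671 nm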
TPT1 inhibitor: blocks Candida albicans tRNA 2'-phosphotransferase; recombinant caTPT1, FP RNA substrate dephosphorylation; inhibition, % at 5 µM; actives 0.81% (n = 300,000); AID 1962;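 active = inhibition above the mean of all tested compounds plus 3 SD, set per screening campaign, cut at about 24% in these data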;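 also: plate controls were DMSO alone for no effect and ferristatin control at 100 nM for full effect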
JMJD2C inh: human JMJD2C demethylase inhibition; inhibition, % at 2.35 µM; GST-JMJD2C(1-420) H3K9me3 demethylation, DELFIA europium; actives 0.069% (n = 330,000); AID 2099;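 active = more than half of a compound's replicate wells show inhibition beyond 50%, single wells judged on their own value; inconclusive = some, but no more than half, of replicates pass 50% inhibition; inactive = no replicate passes 50% inhibition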;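 also: signal counts dimethyl H3K9 product captured on neutravidin plate; 0% = median of DMSO wells and 100% = 0.3 times that DMSO median; strong numbers were not always called active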
Target sequence (Q9H3R0 1-420 limits assumed): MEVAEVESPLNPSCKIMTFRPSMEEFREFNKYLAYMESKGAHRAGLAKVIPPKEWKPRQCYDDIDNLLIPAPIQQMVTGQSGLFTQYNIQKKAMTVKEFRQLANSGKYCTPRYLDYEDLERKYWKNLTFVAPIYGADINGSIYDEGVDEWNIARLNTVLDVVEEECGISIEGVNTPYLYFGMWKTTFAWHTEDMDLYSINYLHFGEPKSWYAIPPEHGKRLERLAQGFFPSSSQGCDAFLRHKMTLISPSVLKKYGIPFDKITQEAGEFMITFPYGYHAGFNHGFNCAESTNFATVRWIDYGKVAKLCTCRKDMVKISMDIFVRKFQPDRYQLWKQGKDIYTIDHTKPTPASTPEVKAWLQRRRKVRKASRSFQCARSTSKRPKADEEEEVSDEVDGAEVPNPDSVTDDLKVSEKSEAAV
Efflux pump mplx: antifungal efflux pump inhibition, Nile Red retention; S. cerevisiae Candida pump triplex; inhibition, % at 10 µM; actives 0.44% (n = 330,000); AID 485275;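 active = plate passing quality check with inhibition over a set limit, or well fluorescence over plate mean plus 4 SD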;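 also: Nile Red retained in pooled yeast measured as flow cytometry median fluorescence; 0% = buffer negative control and 100% = Enniatin B positive control; higher means more Nile Red kept so more efflux inhibition; some compounds called inactive have numbers as strong as hits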
procasp3 activ: procaspase-3 (human) activation | actives 0.11% (n = 330,000) | AID 463141 | activation, % at 8.5 µM | P42574 | recombinant procaspase-3 D3A, Ac-DEVD-pNA absorbance 405 nm;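 active = activation above the mean of all tested compounds plus 3 SD, cut at about 21% in these data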;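 also: 0% = DMSO alone and 100% = DMSO wells spiked with extra 5 µM PC-3 D3A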
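Test system: Procaspase-3 D3A mutant; medium: Zinc-free HEPES/NaCl buffer with 0.01% Triton X-100 at pH 7.4; reagent: DEVD-pNA substrate; doses: one concentration, 8.5 µM nominal, 0.8% DMSO; times: 1 h preincubation plus 2 h reaction at 25 °C; signal: Epi-absorbance at 405 nm of released p-nitroaniline, 0 and 120 min; replicates: singlicate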
* marks the source's active call; other numbers are inactive results; i = inactive; u = inconclusive; x = not tested or not shown; + = active, no number.

SMILES	CTSL1 counter	PP5 inh	PP1 counter	proCasp7 act	core dimer inh	TPT1 inhibitor	JMJD2C inh	Efflux pump mplx	procasp3 activ
CCOc1ccc2nc(-c3cc(NC(C)=O)ccc3O)sc2c1	5	1.1	-5	31*	19	-3	4	-0.1	5
O=C(CN1C(=O)NC2(CCCC2)C1=O)Nc1cccc(-c2nnc3n2CCCCC3)c1	0	0.4	0	11	-5	-6	-5	-0.1	-1
Cc1cccc(-n2ncc3c2CCCC3NC(=O)Cc2c(C)noc2C)c1C (stereo unspecified)	0	1.6	-3	-1	-1	-2	-16	0.6	0
COc1ccc(C(=O)N2CCN(c3ccc([N+](=O)[O-])c(NCCc4ccc(OC)c(OC)c4)c3)CC2)cc1	6	1.7	6	1	21	-2	-4	0.1	-7
O=C(CNC(=O)c1ccc(Cl)cc1Cl)OCC(=O)N1CCCC1	x	1.1	-2	0	x	x	-2	-0.2	2
CC1(c2nnc(-c3ccc(Cl)cc3)o2)CC(c2cccnc2)=NO1 (stereo unspecified)	1	-1.3	-1	5	-6	1	-13	0.0	10
O=C(CNC(=O)c1ccccc1Cl)NCC(c1cccs1)N1CCOCC1 (stereo unspecified)	0	-1.4	-5	3	5	1	-50	0.0	-1
CC(=O)Nc1ccc(NC(=O)CCCSc2nc3ccccc3s2)cc1	-7	-1.7	0	3	-11	2	11	-0.2	-1
C=C(C)CSc1cc(C)c(C#N)c2nc3ccccc3n12	1	-0.4	1	-4	-12	5	-3	-0.1	-9
CC1Cc2ccccc2N1CC(=O)NC(c1ccccc1)c1ccccc1 (stereo unspecified)	5	3.0	-1	-10	3	3	-1	0.0	-1
Cc1ccc(C)c(NS(=O)(=O)c2cc(Br)cnc2N)c1	6	3.3	2	8	1	1	-16	0.0	-5
CCOC(=O)C1=C(C)N=C2c3ccccc3C(=O)C2C1c1ccc(Br)cc1 (stereo unspecified)	-1	1.4	0	3	4	1	-16	0.2	-2
Cn1cnc(S(=O)(=O)N2CCN(C(c3ccccc3)c3ccccc3)CC2)c1	1	-0.8	-4	-5	-2	0	3	0.2	5
Cc1ccc(NC(=O)CSc2ccc(-c3ccco3)nn2)cc1	2	1.0	2	-7	3	0	16	0.0	-3
Cc1oc(C(=O)O)cc1CSc1nnc(-c2ccccc2)n1C	-3	0.7	-1	0	2	-1	9	0.0	-5
CN(C)S(=O)(=O)c1cccc(NC(=O)COc2ccc(S(=O)(=O)N3CCOCC3)cc2Cl)c1	x	x	x	8	x	x	-1	0.1	6
CCc1cc(=O)oc2cc(C)cc(OC(C)C(=O)NCCN3CCOCC3)c12 (stereo unspecified)	11	-1.3	-2	6	-7	-1	-8	-0.2	4
Nc1nc(CN2CCN(c3ccccn3)CC2)nc(Nc2ccc(Cl)cc2)n1	-6	0.8	5	7	-4	-4	0	-0.3	-7
COCCNC(=O)c1ccc(-n2c(SCc3cc(F)ccc3F)nc3ccccc3c2=O)cc1	4	-1.7	-2	6	6	0	-1	-0.1	5
CCc1ccc(NC(=S)Nc2ccc3cn[nH]c3c2)cc1	0	2.6	0	1	0	-6	-1	-0.2	-8

Twelve successive entries out of the list so far, quoted:
SMILES	CTSL1 counter	PP5 inh	PP1 counter	proCasp7 act	core dimer inh	TPT1 inhibitor	JMJD2C inh	Efflux pump mplx	procasp3 activ
CC1(c2nnc(-c3ccc(Cl)cc3)o2)CC(c2cccnc2)=NO1 (stereo unspecified)	1	-1.3	-1	5	-6	1	-13	0.0	10
O=C(CNC(=O)c1ccccc1Cl)NCC(c1cccs1)N1CCOCC1 (stereo unspecified)	0	-1.4	-5	3	5	1	-50	0.0	-1
CC(=O)Nc1ccc(NC(=O)CCCSc2nc3ccccc3s2)cc1	-7	-1.7	0	3	-11	2	11	-0.2	-1
C=C(C)CSc1cc(C)c(C#N)c2nc3ccccc3n12	1	-0.4	1	-4	-12	5	-3	-0.1	-9
CC1Cc2ccccc2N1CC(=O)NC(c1ccccc1)c1ccccc1 (stereo unspecified)	5	3.0	-1	-10	3	3	-1	0.0	-1
Cc1ccc(C)c(NS(=O)(=O)c2cc(Br)cnc2N)c1	6	3.3	2	8	1	1	-16	0.0	-5
CCOC(=O)C1=C(C)N=C2c3ccccc3C(=O)C2C1c1ccc(Br)cc1 (stereo unspecified)	-1	1.4	0	3	4	1	-16	0.2	-2
Cn1cnc(S(=O)(=O)N2CCN(C(c3ccccc3)c3ccccc3)CC2)c1	1	-0.8	-4	-5	-2	0	3	0.2	5
Cc1ccc(NC(=O)CSc2ccc(-c3ccco3)nn2)cc1	2	1.0	2	-7	3	0	16	0.0	-3
Cc1oc(C(=O)O)cc1CSc1nnc(-c2ccccc2)n1C	-3	0.7	-1	0	2	-1	9	0.0	-5
CN(C)S(=O)(=O)c1cccc(NC(=O)COc2ccc(S(=O)(=O)N3CCOCC3)cc2Cl)c1	x	x	x	8	x	x	-1	0.1	6
CCc1cc(=O)oc2cc(C)cc(OC(C)C(=O)NCCN3CCOCC3)c12 (stereo unspecified)	11	-1.3	-2	6	-7	-1	-8	-0.2	4

(cont.)
SMILES	CTSL1 counter	PP5 inh	PP1 counter	proCasp7 act	core dimer inh	TPT1 inhibitor	JMJD2C inh	Efflux pump mplx	procasp3 activ
O=C(Oc1ccccc1)c1ccc(NC(=O)c2ccco2)cc1	0	5.7	0	-4	-8	-1	4	-0.1	-4
CS(=O)(=O)N(CC(=O)Nc1c(F)cccc1F)c1cccc([N+](=O)[O-])c1	0	2.6	-3	11	-7	1	1	-0.1	12
N#CCC(=O)N1CCN(C=O)CC1	1	2.2	-4	8	-2	2	-12	0.1	-4
CCc1ccccc1NC(=S)NCCSc1ccc(Cl)cc1	3	1.9	-1	2	3	+	-8	-0.1	2
COc1ccc(-c2ccc3oc(-c4ccc(OC)cc4)c(-c4ccc(OC)cc4)c3c2)cc1	-3	1.5	2	-3	-16	0	27	x	4
Cc1ccc(S(=O)(=O)c2nc(S(=O)(=O)CCO)sc2N2CCOCC2)cc1	-3	-1.4	-3	5	6	1	1	-0.1	-1
Nc1c(C(=O)N2CCCCC2)sc(=S)n1-c1ccccc1	1	1.9	-5	-12	5	0	-9	0.0	-2
CC1=C(C(=O)Nc2ccccc2)C(c2ccc(N(C)C)cc2)NC(=O)N1 (stereo unspecified)	-3	0.7	-2	-5	-9	0	3	0.1	-5
Oc1ccccc1C1=NN(c2ccccc2)C(c2ccccc2)C1 (stereo unspecified)	7	4.0	0	-2	7	-1	0	0.1	33*
O=C1Nc2ccccc2SC(c2ccccc2)C1O (stereo unspecified)	-2	3.1	4	-5	83*	4	-5	0.2	2
Oc1ccc(N=Cc2cc(Br)c(N3CCOCC3)o2)cc1	-1	1.9	2	-13	-1	9	-6	-0.1	-13
CCC(Sc1nc(N)c(NC(=O)c2ccc(OC)c(OC)c2)c(=O)[nH]1)C(=O)OC (stereo unspecified)	2	5.3	-4	2	-23	-6	-14	0.0	1
Cc1cc(C)nc(N/N=C/c2c(C)oc3ccccc23)n1	1	0.7	-1	0	-1	1	-21	0.0	-5
COC(=O)CSc1nc(-c2cccs2)ccc1C#N	-5	2.5	-5	-15	13	10	7	0.0	-5
Cc1ccc(S(=O)(=O)NNC(=O)c2cnn(-c3ccccc3)c2C(F)(F)F)cc1	2	-2.2	-5	3	-2	0	-13	0.0	-4
Cc1ccc2c(c1)c1c3n2CCCNC3CCC1 (stereo unspecified)	6	7.3	-8	4	5	-6	86*	-0.1	5
COCCNC(=O)c1ccc(CN2CCC(Cc3ccccc3)CC2)cc1	-1	-2.6	-3	3	3	1	i	-0.1	8
COc1cc(C)c(Cl)cc1S(=O)(=O)N1CCCC1	1	1.4	2	-3	3	-2	-13	0.0	-2
Cc1ccc(-c2csc(NCCn3c(-c4ccncc4)nc4ccccc43)n2)cc1	1	2.8	-2	-9	-14	0	6	-0.2	-2
COc1ccccc1Nc1ccc(N)cc1	-1	2.1	7	1	-2	0	5	0.1	3
O=C(Nc1ccncc1)c1cc(F)cc(F)c1	0	-0.2	-2	6	0	-3	3	0.0	1
CCn1c(C(=O)O)c(CC(=O)N(C)c2ccc(OC)cc2OC)c2ccccc21	-4	0.1	-2	-26	4	-4	10	0.0	-13
Fc1cc(F)c2nc(Nc3nc4c(F)cccc4s3)sc2c1	0	5.4	-6	10	10	-1	4	-0.4	-2
CCC(C)[C@H](NC(=O)N1CC(=O)Nc2ccccc21)C(=O)N1CCC[C@H]1C(=O)O (stereo partly specified)	-3	1.9	-5	12	2	-1	u	0.2	12
CN1C(=O)C2(C(C#N)=C(N)N(c3ccc(Cl)cc3)C3=C2C(=O)CC(C)(C)C3)c2ccccc21 (stereo unspecified)	-2	2.2	1	13	2	2	5	0.4	-7

No enrichment for hits. Share with any hit: about 2.9%.
